From PubChem BioAssay
TWEAK-Fn14 inh = inhibitors of TWEAK-Fn14 signaling, primary screen, luciferase reporter cells, uHTS; inhibition, % at 10 µM; AID 1159606, 2016; actives 2% (n = 360,000); TWEAK-stimulated Fn14 reporter cells, luciferase luminescence, 8 h; in the data active = inhibition above about 50%
MITF TRPM1 inh = inhibitors of MITF-dependent TRPM1 promoter reporter, primary screen, cell-based, SK-MEL-5, single point, luciferase; SK-MEL-5 TRPM1 promoter luciferase, 24 h; inhibition, % at 12.5 µM; actives 0.83% (n = 330,000);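 active = mean inhibition across replicates of 60% or more, whatever share of single replicates reaches that level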; also: values of inactives mirror those of a sister screen read the other way
CF NFkB inh = inhibitors of PAF-induced NF-kB signaling, primary screen, cell-based, GFP fluorescence, uHTS; AID 588850, 2011; inhibition, % at 5 µM; actives 0.86% (n = 360,000); KKLEB NF-kB-GFP reporter, GFP fluorescence overnight;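 active = at least 50% inhibition at 5 µM, scaled per plate between neutral and stimulator controls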;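 also: PAF is a Pseudomonas aeruginosa culture filtrate used as stimulus; plate controls were PAF-stimulated DMSO wells for no effect and unstimulated DMSO wells for full effect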
iPSC survival up = enhancers of single-cell hiPSC survival, primary screen, ATPlite luminescence | 100% = ROCK inhibitor wells, 0% = DMSO | survival enhancement, % at 20 µM | actives 0.044% (n = 360,000) | AID 602274, 2012; in the data active = survival enhancement above about 18%;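 also: cells exposed to compounds for 16 hours before the ATP read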
Peg3 promoter = Peg3 promoter-driven luciferase inhibitors, primary screen, cell-based, HeLa, luciferase luminescence | HeLa PEG-Prom luciferase reporter, overnight | inhibition, % at 20 µM | actives 1.7% (n = 360,000);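 active = inhibition of at least 50% at 20 µM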
NR2E3 ag-1 = inhibitors of NR2E3-RetCOR corepressor binding, primary screen, NR2E3 agonist project, biochemical, TR-FRET, GST-NR2E3, biotin-RetCOR | 1536-well | actives 0.12% (n = 320,000) | inhibition of corepressor binding, % at 4.78 µM | AID 2300, 2010 | Photoreceptor-specific nuclear receptor (Homo sapiens), Q9Y5X4;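 active = percent inhibition above the cutoff of mean plus 3 SD of all tested compounds, set per screening campaign, cut at about 20% in these data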;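 also: 0% = DMSO wells and 100% = biotin wells as full block of FRET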
Target sequence (Q9Y5X4 whole entry, looked up): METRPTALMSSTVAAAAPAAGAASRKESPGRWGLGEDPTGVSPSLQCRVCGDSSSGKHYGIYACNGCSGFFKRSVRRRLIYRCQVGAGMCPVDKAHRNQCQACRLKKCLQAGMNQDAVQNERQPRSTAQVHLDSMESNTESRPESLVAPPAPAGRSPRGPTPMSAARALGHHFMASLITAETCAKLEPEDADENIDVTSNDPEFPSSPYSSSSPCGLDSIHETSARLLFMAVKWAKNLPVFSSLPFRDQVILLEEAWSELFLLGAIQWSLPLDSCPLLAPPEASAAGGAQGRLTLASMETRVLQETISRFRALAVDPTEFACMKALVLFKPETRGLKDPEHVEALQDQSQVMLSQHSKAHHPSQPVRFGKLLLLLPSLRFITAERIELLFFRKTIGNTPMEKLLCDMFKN
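System: GST-tagged NR2E3 plus biotinylated RetCOR corepressor; Buffer or medium: pH 7.5 Tris-based buffer; Probe or stimulus: RetCOR corepressor, biotinylated, 7 nM; Doses: compound at 4.8 µM, single dose; Schedule: 5 h incubation at 4 °C; Technique: time-resolved FRET; Evaluation: percent inhibition of TR-FRET ratio; Replication: one well per compound, singlicate testing.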
Shn3 inh set2 = reduction of Shn3 3'UTR firefly luciferase signal, primary screen, Schnurri-3 inhibitor project, cell-based, Clone20 osteoblasts, set 2 | inhibition, % at 12.5 µM | Clone20 osteoblast Shn3 3'UTR firefly luciferase, 24 h | actives 0.52% (n = 360,000) | AID 588674, 2011;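 active = mean inhibition of at least 75% with every replicate also reaching 75%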;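 also: 0% = median of neutral control wells and 100% = pilot-screen positive control compound; some compounds past the cut are filed as inactive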
aDG glyco act = activators of alpha-DG glycosylation, primary screen, uHTS, Pro5-aDG cells, AlphaScreen | alpha-DG glycosylation AlphaScreen (IIH6); 0% Pro5, 100% B10-LARGE cell signal | actives 0.22% (n = 360,000) | activation, % at 10 µM | AID 624168, 2012;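 active = activation of at least 8% versus controls, or a plate z-score of at least 8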;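 also: Pro5 are CHO cells carrying HIG-tagged alpha-DG that lacks glycosylation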
NR2E3 ag-2 = NR2E3 agonists in two-hybrid cells, primary screen, cell-based, luminescence, CHO-S, Gal4-NCOR/VP16-NR2E3. inhibition of corepressor binding, % at 3.98 µM. luciferase. Photoreceptor-specific nuclear receptor (Homo sapiens), Q9Y5X4. AID 602229, 2012. actives 0.35% (n = 360,000);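 active = inhibition above the mean of all tested compounds plus 3 SD, cut at about 70% in these data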;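 also: 0% = DMSO with NR2E3 transfected cells and 100% = cells lacking NR2E3 construct; higher means lower luciferase signal from less NR2E3 corepressor binding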
KKLEB tox = cytotoxicity in KKLEB CF airway cells, primary screen, cytotoxicity control for CF NF-kB inhibitor project, cell-based, uHTS, fluorescence assay plates. KKLEB CF airway cells viability, ATPlite luminescence, overnight; hits give low values; cells stimulated with P. aeruginosa culture filtrate. activity change (cytotoxicity), % at 5 µM. actives 0.36% (n = 360,000);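 active = corrected activity change at or below -50% at 5 µM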
HIF-2a block = HIF-2a reporter inhibitors, primary screen, luminescence, 786-0 RCC cells. 786-0 RCC cells HIF-2a reporter, luciferase luminescence, overnight. inhibition, % at 18.8 µM. actives 0.72% (n = 360,000);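 active = inhibition of the luminescence signal of 40% or more relative to plate controls, in a single-dose primary screen at 18.75 µM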
Starred values were filed as active, the others as inactive; nt = not tested or not shown; & = joins results of further samples.

SMILES	TWEAK-Fn14 inh	MITF TRPM1 inh	CF NFkB inh	iPSC survival up	Peg3 promoter	NR2E3 ag-1	Shn3 inh set2	aDG glyco act	NR2E3 ag-2	KKLEB tox	HIF-2a block
COC(=O)CNC(=O)CNC(=O)c1nn(-c2ccc(OC)c(OC)c2)c(=O)c2ccccc12	3	7	-13	2.3	4	-1	-9	0.0	10	-1	7
O=C(c1cc2ncc(Br)cn2n1)N1CCOCC1	20	2	8	-0.9	-5	8	-8	0.1	-2	-2	-10
O=C(NCc1ccccc1)N1CCN(c2ccc(F)cc2)CC1	2	-2	-6	-0.2	2	1	-12	0.4	-13	-6	15
COc1ccc(CCNC(=O)c2ccccc2C(=O)NCCc2ccc(OC)cc2)cc1	-5	-35	-23	2.0	-68	-1	-18	0.0	-26	11	-142
O=S(=O)(c1ccccc1)c1nc(NCc2ccccc2)sc1Cl	16	9	11	1.8	16	-2	-3	0.4	-1	-5	11
Cc1ccc(S(=O)(=O)CCc2nnc(NC(=O)CCl)s2)cc1C	3	7	6	0.9	0	0	-9	-0.1	-16	-7	-21
O=C(NC1CCCC1)c1cc2cc(Br)ccc2o1	-23	-79	3	0.3	-405	5	-101	0.6	-124	-9	-296
O=S(=O)(NCc1ccccc1)NCc1ccc(Cl)cc1Cl	12	-18	3	-0.3	-1	1	8	0.0	-6	-5	16
CC1(C)CC(NC(=O)COc2ccc(Br)cc2Cl)CC(C)(C)N1	22	-19	-3	-0.4	21	5	-33	0.3	26	1	13
c1ccc(CN(Cc2ccccc2)c2ncnc3c2nnn3Cc2ccccc2)cc1	11	nt	3	0.0	28	2	13	0.2	10	1	29
Cc1cccc(-n2ncc3c(Nc4c(C)n(C)n(-c5ccccc5)c4=O)ncnc32)c1	2	-9	7	-0.4	15	0	1	2.4	-39	-5	-3
O=C(COC(=O)c1ccccc1F)Nc1cccnc1Cl	-4	-3	-6	5.6	-1	2	-4	0.4	-12	-2	11

Two records picked at random from those above:
SMILES	TWEAK-Fn14 inh	MITF TRPM1 inh	CF NFkB inh	iPSC survival up	Peg3 promoter	NR2E3 ag-1	Shn3 inh set2	aDG glyco act	NR2E3 ag-2	KKLEB tox	HIF-2a block
c1ccc(CN(Cc2ccccc2)c2ncnc3c2nnn3Cc2ccccc2)cc1	11	nt	3	0.0	28	2	13	0.2	10	1	29
Cc1cccc(-n2ncc3c(Nc4c(C)n(C)n(-c5ccccc5)c4=O)ncnc32)c1	2	-9	7	-0.4	15	0	1	2.4	-39	-5	-3

The list goes on:
SMILES	TWEAK-Fn14 inh	MITF TRPM1 inh	CF NFkB inh	iPSC survival up	Peg3 promoter	NR2E3 ag-1	Shn3 inh set2	aDG glyco act	NR2E3 ag-2	KKLEB tox	HIF-2a block
CCCCn1cnc2c(oc3nc4c(cc32)CCCC4)c1=O	42	-9	4	0.4	-183	-2	-55	-0.1	-164	2	-205
COc1ccc(C(=O)C(C)Oc2cccc(NC(=O)c3cccc([N+](=O)[O-])c3)c2)cc1 (centres undefined)	11	-7	2	0.3	-9	1	7	1.1	-23	4	-13
C=CCNC(=O)c1onc(CSc2ccc(F)cc2)c1C(=O)O	16	-1	-22	-1.2	-8	2	-21	-0.2	6	5	3
Cc1nc2ccccc2c(=O)n1-c1ccc(NS(=O)(=O)c2cc(F)ccc2F)cc1	9	-6	18	-0.5	23	3	-8	0.0	10	-12	5
O=C(NCC(=O)N1CCOCC1)c1ccc(Cl)cc1	14	-2	-25	-0.4	-24	-5	-30	0.0	-18	32	-27
Cc1ccc(NS(=O)(=O)c2ccc(C(=O)N3CCC3)cc2)cc1	-6	4	17	0.3	13	-3	6	-0.2	31	-10	8
COc1ccc(N2CCN(C(=O)CSc3nc4ccccc4c(=O)[nH]3)CC2)cc1	18	5	8	-0.5	25	3	0	-0.1	-17	-1	8
C[C@H](CO)N1C[C@H](C)[C@@H](CN(C)S(=O)(=O)c2ccc(F)cc2)Oc2c(NC(=O)Nc3ccccc3)cccc2C1=O	8	-7	0	4.5	12	nt	6	-0.1	-8	-19	5
CCN(CCCNC(=O)CN1C(=O)COc2ccccc21)c1ccccc1	0	-9	6	4.0	4	-1	2	0.3	-8	3	11
Cc1cc(S(=O)(=O)N2CCN(CC(=O)N(C)Cc3ccccc3)CC2)ccc1Br	7	-1	-17	0.1	18	nt	17	0.1	30	22	4
Cc1ccc(/C(CSc2nccn2-c2ncc(C(F)(F)F)cc2Cl)=N\O)cc1	20	17	9	-0.6	21	3	39	3.4	38	-2	8
N#CCCN1CCN(S(=O)(=O)c2ccc(S(=O)(=O)NCc3ccccc3)cc2)CC1	-28	-11	10	-0.8	-5	3	0	0.1	-25	3	5

Three compounds from above, reduced to HIF-2a block, iPSC survival up and KKLEB tox:
smiles	HIF-2a block	iPSC survival up	KKLEB tox
Cc1cc(S(=O)(=O)N2CCN(CC(=O)N(C)Cc3ccccc3)CC2)ccc1Br	4	0.1	22
CCCCn1cnc2c(oc3nc4c(cc32)CCCC4)c1=O	-205	0.4	2
COc1ccc(N2CCN(C(=O)CSc3nc4ccccc4c(=O)[nH]3)CC2)cc1	8	-0.5	-1

Structural class, those above containing a furan ring, fused or not
SMILES	TWEAK-Fn14 inh	MITF TRPM1 inh	CF NFkB inh	iPSC survival up	Peg3 promoter	NR2E3 ag-1	Shn3 inh set2	aDG glyco act	NR2E3 ag-2	KKLEB tox	HIF-2a block
O=C(NC1CCCC1)c1cc2cc(Br)ccc2o1	-23	-79	3	0.3	-405	5	-101	0.6	-124	-9	-296
CCCCn1cnc2c(oc3nc4c(cc32)CCCC4)c1=O	42	-9	4	0.4	-183	-2	-55	-0.1	-164	2	-205

Further compounds.
SMILES	TWEAK-Fn14 inh	MITF TRPM1 inh	CF NFkB inh	iPSC survival up	Peg3 promoter	NR2E3 ag-1	Shn3 inh set2	aDG glyco act	NR2E3 ag-2	KKLEB tox	HIF-2a block
O=C(O)C1CCCCC1C(=O)NCc1ccccc1 (centres undefined)	-11	0	6	-1.4	10	-1	-14	0.2	-17	-9	12
CCC(OC(=O)c1nsc(Cl)c1Cl)C(=O)NCCc1ccccc1 (centres undefined)	2	-8	-9	-0.5	-4	3	-12	0.0	-26	-2	-21
C=CCn1c(N2CCN(c3ccc(OC)cc3)CC2)nc2c1c(=O)n(C)c(=O)n2C	12	7	24	0.8	16	2	16	0.7	2	3	16
Cc1cccc(NC(=O)NC2CCCCCCC2)c1C	-14	-21	19	0.2	-62	nt	-5	0.3	-28	-1	-77
COc1ccc(CC(=O)N(C)CC(=O)Nc2ccc(F)cc2)cc1S(=O)(=O)N1CCOCC1	-5	5	-10	3.5	27	4	6	0.0	-15	-12	5
S=c1nc(C2COc3ccccc3O2)[nH][nH]1 (centres undefined)	5	-2	-6	-0.2	-20	-2	-22	0.0	-64	8	-51
CCNc1nc2c(c(=O)[nH]c(=O)n2C)n1CC(C)C	9	-2	2	-1.1	5	-2	-14	0.5	22	6	8
O=C(CSc1ccc(-c2cccnc2)nn1)Nc1ccccc1F	-6	-2	-4	-0.3	-6	2	-8	0.0	8	0	4
Cc1cc(Cl)c2ccc3ccccc3c2n1	-3	-2	2	-0.3	-15	5	6	-0.1	7	4	13
CC1(C)N=C(N)NC(Nc2ccccc2)=N1	3	-7	-8	5.9	12	4	13	-0.3	10	-4	17
COc1ccc(Cl)cc1NC(=O)C1CC(=O)N(C2CCCCC2)C1 (centres undefined)	-9	-5	-6	0.0	20	0	9	0.1	2	5	15
N#Cc1ccsc1NC(=O)CN1CCN(S(=O)(=O)c2ccc3ccccc3c2)CC1	-7	-3	8	2.7	18	-4	0	-0.2	22	0	16
Cc1ccc(OCCn2cc(/C=C3\C(=O)NN(c4ccccc4)C3=O)c3ccccc32)cc1	7	3	2	-1.4	6	2	-12	-0.2	-6	-2	5
CN(C)C(CNC(=O)c1ccc(S(=O)(=O)Nc2ccccc2F)cc1)c1ccco1 (centres undefined)	6	0	-16	3.5	-7	0	-25	0.1	-9	2	3
COc1ccc(CN(C)C(=O)c2cccc(S(=O)(=O)NCc3ccccc3)c2)cc1F	-17	nt	-39	2.5	-10	nt	11	0.0	-31	10	6
O=C(CN1C(=O)NC2(CCCC2)C1=O)NNC(=O)c1ccc(F)cc1	-1	-1	-10	0.0	4	1	-7	0.0	-18	-8	-4
CC(C)CC1Nc2ncnc(N3CCOCC3)c2N(Cc2ccc(Cl)cc2)C1=O (centres undefined)	-1&16	10	8&2	-1.3&2.3	10&-1	nt	-1&1	-0.1&0.2	2&4	-9&-2	10&4
CCOc1ccc(N2CC(C(=O)Nc3nnc(Cc4ccccc4)s3)CC2=O)cc1 (centres undefined)	5	7	4	0.0	19	4	15	0.0	-9	1	9
O=C(CN1C(=O)NC2(CCCCCCC2)C1=O)NC1CCCc2ccccc21 (centres undefined)	11	-1	-2	-0.3	9	2	-14	-0.3	21	10	16
CC1(C)CCCC2(C)C(OCCO)=CC(=O)C=C12 (centres undefined)	4	nt	-6	-1.4	17	nt	-7	-0.2	15	6	6
COc1ccc2nc(SCC(=O)Nc3ccc(S(=O)(=O)Nc4nccc(C)n4)cc3)[nH]c2c1	3	-1	-2	8.6	14	1	-3	-0.1	2	-5	12
CC(C)(C)NC(=O)CSc1nnc(CN2CCCCCC2=O)n1-c1ccccn1	8	20	3	0.2	-2	4	-18	-0.3	27	0	7
CC(=O)N/C(=C/c1ccc([N+](=O)[O-])cc1)C(=O)O	-8	9	-1	0.5	11	4	5	-0.2	-9	2	12
COc1cccc(CNCCc2c[nH]c3ccccc23)c1OCc1ccccc1F	1	95*	20	-0.6	93*	3	31	1.5	33	-19	-11
Cc1ccc(C)c(NC(=O)COc2coc(CN3CCc4ccccc4C3)cc2=O)c1	16	21	25	-0.4	10	-2	41	1.1	15	-5	10
Cc1ccc(N2CC(C(=O)Nc3ccccc3OC(F)F)CC2=O)cc1 (centres undefined)	-15	-6	-3	0.6	-2	0	-3	0.0	4	4	-4
CCCCN(CCCC)Cc1cc(=O)oc2cc(OC)c(Cl)cc12	11	nt	-5	-1.2	20	nt	14	-0.1	-1	-1	7
CN1CCN(CC(=O)N(C)c2nc(-c3ccccc3)cs2)CC1	9	-28	2	-0.4	-236	4	-15	1.0	-116	1	-171
